Assay outcomes as filed in PubChem.
UTI89 phage lysis: inhibition of K1F phage lysis, E. coli UTI89, bacterial capsule biogenesis inhibitors, alamar blue (AID 488966); one-dose inhibition, % at 100 µM; IC50 in µM for titrated hits; 0.02% of 340,000 active; E. coli UTI89 K1F phage lysis, alamar blue, 2 h; higher % means a stronger effect;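 active = phage lysis inhibition, versus mean bacterial control, above a set limit; inconclusive = no clear call, values can overlap the other calls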;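 also: capsule biogenesis inhibitors block K1F phage lysis so surviving cells raise fluorescence; higher fluorescence means more inhibition of phage lysis; actives were called in the ten point dose series up to 300 µM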
WT yeast gro inh: growth inhibition of WT yeast, mitochondrial fusion screen. mitochondrial fusion phenotypic screen, WT strain. inhibition, % at 10 µM. 2.1% of 190,000 active. AID 1362; in the data active = inhibition above about 58%; tested in S. cerevisiae
Yfh1-off respiration: enhancers of respiration in Yfh1-depleted yeast, dose response, Friedreich's ataxia, plus single-dose screen (AID 1465); 0.074% of 220,000 active; one-dose fold induction at 50 µM; EC50 in µM for titrated hits; S. cerevisiae Yfh1-off respiration, WST-1 reduction, 72 h; higher fold induction means a stronger effect;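 active = fold induction of absorbance versus untreated yeast above a set limit, then at least 30% activation at any dose in follow-up; inconclusive = repeats straddling the limit, or above it without dose testing; inactive = fold induction below the set limit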;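 also: activators that raise dye reduction in frataxin-depleted yeast; strong numbers were not always called active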
Dengue-2 NS5 capping: flavivirus cap methylation enzyme inhibition – biochemical, confirmation dose response, primary screen (AID 588689) | inhibition, % at 25 µM; hits with a dose series show IC50 in µM | Dengue-2 NS5 methyltransferase capping enzyme assay, biochemical; higher % means a stronger effect | 0.3% of 340,000 active; in the data active = a potency from the dose series; inconclusive = inhibition above about 29% without an active follow-up result
ER stress rescue: rescue of cells from ER stress-induced death, primary screen, 384-well, CSM14.1, thapsigargin, ATP luminescence (AID 1222) | 190,000 tested, under 10 active | CSM14.1 thapsigargin-induced death rescue, ATP luminescence; higher % means a stronger effect | cellular ATP content (survival), % at 20 µM, or EC50 in µM where a hit was titrated;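 active = EC50 below 50 µM in the dose-response confirmation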;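 also: death triggered by thapsigargin at about 15 µM added after 2 h compound pretreatment; cell ATP read after overnight thapsigargin exposure of roughly 18 to 22 hours; normalized against plate controls of thapsigargin alone and 5% DMSO vehicle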
XIAP displacement: small molecules displacing peptide from XIAP – biochemical, IAP family, fluorescence polarization (AID 1018). 0.007% of 200,000 active. displacement, % at 20 µM, or IC50 in µM where a hit was titrated. XIAP BIR domain, fluorescence polarization peptide displacement; higher % means a stronger effect; in the data active = displacement above about 50%; also: a part of the inactive calls stands beside numbers as strong as those of hits
RSV antiviral HEp-2: inhibition of RSV-induced cytopathic effect – HEp-2 cells, primary 10 µM value included (AID 2391); HEp-2 cells, RSV-induced CPE inhibition; higher % means a stronger effect; one-dose CPE inhibition, % at 10 µM; IC50 in µM for titrated hits; 0.13% of 310,000 active; in the data active = a potency from the dose series; inconclusive = CPE inhibition mostly from about 23% at the one dose, without a potency; inactive = the rest, 99 in 100 with CPE inhibition below about 21%; also: strong numbers were not always called active
West Nile virus CPE: inhibition of WNV-induced cytopathic effect – cell-based, CPE readout (AID 1621). West Nile virus-infected cells, CPE inhibition; higher % means a stronger effect. CPE inhibition, % at 10 µM, or IC50 in µM where a hit was titrated. 0.02% of 290,000 active; in the data active = a potency from the dose series; inconclusive = CPE inhibition mostly from about 3.7% at the one dose, without a potency; inactive = the rest, 99 in 100 with CPE inhibition below about 2.2%; also: strong numbers were not always called active
Large T inhibition: SV40 large T antigen inhibitors, biochemical (AID 1903); SV40 large T antigen ATPase/helicase inhibition assay; higher % means a stronger effect; inhibition, % at 20 µM; hits with a dose series show IC50 in µM; 0.39% of 310,000 active; in the data active = a potency from the dose series; inconclusive = inhibition mostly from about 32% at the one dose, without a potency; inactive = the rest, 99 in 100 with inhibition below about 32%; also: strong numbers were not always called active
WT yeast gro inh mutant strain: recorded beside WT yeast gro inh, whose call it bears; inhibition, %; mitochondrial fusion phenotypic screen, mutant strain inhibition
Starred values were filed as active, the others as inactive; i = inactive; ? = inconclusive; nt = not tested or not shown; [ ] = dose if it differs, or a comment.

cpd	SMILES	UTI89 phage lysis	WT yeast gro inh	WT yeast gro inh mutant strain	Yfh1-off respiration	Dengue-2 NS5 capping	ER stress rescue	XIAP displacement	RSV antiviral HEp-2	West Nile virus CPE	Large T inhibition
1	Cc1cccc(-c2nc(Nc3cccc(O)c3)c3ccccc3n2)c1	0.1%	nt	nt	nt	-8%	nt	nt	-1.8%	0.7%	-8%
2	CCOc1cc(/C=C/c2cc(C(F)(F)F)[nH]c(=O)n2)ccc1O	-1.0%	-18	-3	i	-8%	1.0%	-7.1%	3.0%	-0.3%	13µM*
3	Nc1nc(N2CCCCC2)c(C=O)c(N2CCCCC2)n1	-0.2%	7	11	i	0%	-0.2%	-7.6%	4.1%	0.0%	6%
4	O=C(O)c1cccnc1NC1CCCC1	1.1%[50 µM]	13	10	i	-1%	-0.6%	-6.3%	1.1%	-0.2%	-8%
5	COc1cccc(-c2noc(Cn3nc(C(=O)O)c4ccccc4c3=O)n2)c1	-0.3%	nt	nt	nt	-2%	nt	nt	1.5%	-0.6%	5%
6	Cc1c(O)c(CN2CCCC2)cc2c3c(c(=O)oc12)CCC3	3.3%	7	7	i	-1%	1.8%	-1.1%	1.1%	-0.6%	18%
7	CC(=O)Nc1cccc(NC(=O)CSc2nc(=O)n(CCCN3CCOCC3)c3c2CCC3)c1	1.1%[50 µM]	nt	nt	nt	-6%	nt	nt	-1.4%	nt	8%
8	O=C(COC(=O)CCC(=O)c1cccs1)Nc1cc(S(=O)(=O)N2CCOCC2)ccc1Cl	-0.1%	2	15	i	0%	1.9%	-3.8%	0.4%	-0.2%	10%
9	O=C(CN1CCc2cc3c(cc2C1)OCCCO3)Nc1ccc(S(=O)(=O)N2CCCC2)cc1	0.0%	nt	nt	nt	-16%	nt	nt	3.4%	1.5%	12%
10	CCC(=O)Nc1cccc(NC(=S)NC(=O)c2cccs2)c1	6.1%	-4	13	i	-10%	6.4%	0.8%	2.3%	-0.6%	5%
11	Nc1nnc(-c2ccc(Cl)cc2)o1	0.1%	nt	nt	i	1%	nt	nt	-0.2%	0.1%	12%
12	CCn1cc(C(=O)N2CCc3ccccc32)c(=O)c2cc(S(=O)(=O)N3CCCC3)ccc21	0.8%[50 µM]	-1	-15	i	-1%	0.9%	1.8%	1.6%	-0.4%	6%
13	O=C(COC(=O)c1ccccc1)NCC1CCCO1 (stereo not drawn)	1.7%	-3	12	i	-3%	-3.3%	-5.6%	-0.9%	-0.1%	-1%
14	O=C(NNC(=O)C1COc2ccccc2O1)c1ccccc1 (stereo not drawn)	2.7%	-1	8	i	-3%	-1.4%	-5.1%	0.0%	1.1%	3%
15	O=c1[nH]ncc(NCCc2ccccc2)c1Cl	-0.2%	-19	-11	i	1%	1.8%	-3.9%	-3.5%	-0.4%	7%
16	COCCCn1c(=O)/c(=C\c2ccccc2OC(F)F)s/c1=C(/C#N)C(=O)NCCOC	0.7%[50 µM]	nt	nt	i	?	nt	nt	0.1%	0.8%	11%
17	COC(=O)C1=C(C)Nc2ncnn2C1c1ccc(C)o1 (stereo not drawn)	6.4%	14	6	i	7%	nt	-5.1%	1.4%	-0.1%	3%
18	Cc1cc(SCC(=O)c2cc3ccccc3o2)nc2ccccc12	-1.2%	-8	1	i	-48%	-0.1%	0.2%	nt	0.5%	-2%
19	COc1ccc(NC(=O)COC(=O)c2c(C)noc2C)c(OC)c1	0.3%	-24	3	i	-4%	-4.8%	-1.8%	2.7%	0.2%	1%
20	Cc1ccc(CNC(=O)C2CCN(c3nc(C)cc(C)n3)CC2)cc1	0.0%	nt	nt	nt	6%	nt	nt	0.7%	nt	9%
21	CCOC(=O)C(=CNc1ccccc1C)C(=O)OCC	-0.3%	5	20	i	-6%	-0.1%	-2.6%	1.5%	-0.7%	-1%
22	O=C(NCCN1CCOCC1)c1ccc2c(c1)N(Cc1ccccc1F)C(=O)c1ccccc1S2	-0.9%[50 µM]	19	0	i	-2%	1.2%	-7.2%	-0.9%	-1.0%	12%
23	COc1ccc2c(CC(=O)OCC(=O)Nc3ccc(S(N)(=O)=O)cc3)coc2c1	-0.2%	nt	nt	i	0%	nt	nt	0.5%	0.1%	10%
24	CCN(CC)C(=O)c1ccc2c(c1[N+](=O)[O-])C(=O)c1ccccc1C2=O	nt	22	12	i	nt	0.7%	-5.3%	3.9%	-0.6%	12%
25	Cc1c(NC2=C(Cl)C(=O)N(c3ccccc3Cl)C2=O)c(=O)n(-c2ccccc2)n1C	4.5%	14	-10	i	9%	-1.9%	-5.1%	2.7%	-0.4%	25%
26	NNC(=O)C1CC(O)CN1S(=O)(=O)c1ccc(Cl)cc1 (stereo not drawn)	-3.1%	-5	-4	i	-12%	-1.2%	-5.2%	1.0%	1.5%	6%
27	Cc1cc(C(=O)N/N=C2\CCCC(C)C2)n[nH]1 (stereo not drawn)	-1.9%	-7	-32	i	-2%	-2.7%	-18%	0.2%	-0.1%	2%
28	O=C1NC(c2ccccc2)=CC(c2ccccc2O)N1 (stereo not drawn)	-0.6%	nt	nt	nt	-3%	nt	nt	1.2%	nt	2%
29	CC(=O)N1CCc2cc(S(=O)(=O)Nc3ccc(C)cc3C)ccc21	0.2%	nt	nt	nt	-4%	nt	nt	1.7%	-0.6%	8%
30	COc1cccc(NC(=S)N(CCCN2CCC(C)CC2)Cc2cccs2)c1	0.2%	4	13	i	1%	-0.5%	-5.4%	-2.8%	-2.0%	8%
31	COc1cc(OC)cc(C(=O)OCC(=O)Nc2cccc(C(C)=O)c2)c1	-0.2%	nt	nt	nt	-14%	nt	nt	0.9%	-0.4%	5%
32	Cc1ccc(NC(=O)CN2CCN(Cc3ccccc3)CC2)cc1F	0.4%	nt	nt	nt	-5%	nt	nt	-0.5%	-0.5%	8%
33	COc1ccc(OC)c(NC(=O)C(CCS(C)(=O)=O)NC(C)=O)c1 (stereo not drawn)	2.2%	-12	11	i	-2%	5.7%	-2.7%	0.7%	0.3%	6%
34	CCN(CC)S(=O)(=O)c1ccc(C(=O)Nc2cc3oc4ccccc4c3cc2OC)cc1	0.8%	-13	-1	i	1%	9.3%	-7.0%	1.3%	-1.3%	2%
35	COc1cc(-c2nnc(COC(=O)C3c4ccccc4Oc4ccccc43)o2)cc(OC)c1OC	-0.1%	8	1	i	-4%	0.5%	-2.1%	1.5%	0.9%	9%
36	CCOC(=O)c1sc(NC(=O)c2cccs2)nc1C	0.0%	-6	4	i	-6%	-1.0%	-2.2%	nt	-0.8%	18%
37	COC(=O)/C=C/C(=O)NCc1ccco1	-0.4%	-9	-8	i	-7%	-1.9%	-1.9%	-0.4%	0.0%	11%
38	COc1ccc(NC(=S)N2CCN(S(=O)(=O)c3ccc(C)cc3)CC2)cc1	1.4%[50 µM]	nt	nt	nt	3%	nt	nt	5.1%	-0.4%	9%
39	CCC(=O)Nc1nc(-c2cc([N+](=O)[O-])cs2)cs1	-0.6%	10	12	i	4%	-1.0%	-3.8%	1.4%	0.0%	3%
40	Cc1ccc(-c2nnc(Nc3ccc(C(=O)N(C)C)cc3)c3ccccc23)cc1S(=O)(=O)NCC1CCCO1 (stereo not drawn)	0.5%	-13	-6	i	4%	1.6%	-4.7%	2.4%	0.9%	7%

Some of these compounds in order of number of heavy atoms, smallest number first.
cpd	SMILES	UTI89 phage lysis	WT yeast gro inh	WT yeast gro inh mutant strain	Yfh1-off respiration	Dengue-2 NS5 capping	ER stress rescue	XIAP displacement	RSV antiviral HEp-2	West Nile virus CPE	Large T inhibition
11	Nc1nnc(-c2ccc(Cl)cc2)o1	0.1%	nt	nt	i	1%	nt	nt	-0.2%	0.1%	12%
6	Cc1c(O)c(CN2CCCC2)cc2c3c(c(=O)oc12)CCC3	3.3%	7	7	i	-1%	1.8%	-1.1%	1.1%	-0.6%	18%
1	Cc1cccc(-c2nc(Nc3cccc(O)c3)c3ccccc3n2)c1	0.1%	nt	nt	nt	-8%	nt	nt	-1.8%	0.7%	-8%
7	CC(=O)Nc1cccc(NC(=O)CSc2nc(=O)n(CCCN3CCOCC3)c3c2CCC3)c1	1.1%[50 µM]	nt	nt	nt	-6%	nt	nt	-1.4%	nt	8%

New compounds follow.
cpd	SMILES	UTI89 phage lysis	WT yeast gro inh	WT yeast gro inh mutant strain	Yfh1-off respiration	Dengue-2 NS5 capping	ER stress rescue	XIAP displacement	RSV antiviral HEp-2	West Nile virus CPE	Large T inhibition
41	CCCC1c2ccc(C)n2CCN1C(=O)Nc1ccc(F)cc1 (stereo not drawn)	0.9%	15	14	i	15%	-1.8%	-15%	0.5%	-0.3%	8%
42	O=C(NCc1n[nH]c(=S)n1-c1ccccc1Cl)c1ccc(S(=O)(=O)N2CCCCC2)cc1	2.0%	nt	nt	nt	-10%	nt	nt	-0.1%	1.5%	12%
43	CCOC(=O)c1ccc(NC(=O)CSc2nc(N3CCOCC3)nc(N3CCOCC3)n2)cc1	-0.1%	nt	nt	nt	-1%	nt	nt	0.5%	0.3%	-4%
44	COC(=O)c1ccc(CSc2nnc(N)s2)cc1	0.4%	-20	-5	i	-2%	-3.1%	-4.9%	0.3%	-0.2%	5%
45	NNC(=O)c1ccccc1-n1cccc1	0.2%	-7	6	i	-2%	-0.6%	-6.5%	0.2%	-0.9%	8%
46	CN1CCc2c1nc1ccccc1c2N=C1CCCN1Cc1ccccc1	0.2%	15	-7	i	-4%	5.5%	1.5%	4.7%	-1.6%	9%
47	CCC(=O)N(CCc1ccccc1)Cc1cc2cccc(C)c2[nH]c1=O	-0.1%	nt	nt	nt	4%	nt	nt	1.3%	-1.1%	-1%
48	Cc1cc(O)c(C2(C(F)(F)F)NCCNC2=O)cc1C (stereo not drawn)	0.1%	-4	0	i	-4%	nt	-2.5%	0.1%	0.5%	46%
49	CCOc1cc(N2CCOCC2)c(OCC)cc1NC(=O)COC(=O)c1cccc2ccccc12	0.0%	9	1	i	3%	0.6%	-4.7%	1.6%	1.6%	10%
50	Cc1ccc(C(=O)O/N=C(\N)c2cccnc2)cc1[N+](=O)[O-]	-1.4%	4	-1	i	-5%	-7.0%	-6.4%	2.1%	-1.1%	19%
51	O=C(/C=C/c1ccccc1)N1CCN(c2cccc(Cl)n2)CC1	0.1%	13	-10	i	0%	0.9%	-5.6%	2.3%	-1.1%	2%
52	COc1cccc2cc(C(N)=O)oc12	-0.2%	4	-3	i	-10%	-1.4%	-14%	0.4%	0.0%	5%
